# Screens as filed in PubChem.
# Wee1 degr inh – human Wee1 degradation inhibition, primary screen; P30291; HeLa Luc-Wee1K328M stability, luciferase luminescence; 100% = proteasome inhibitor MG132 effect; reporter increase, % at 5 µM; hit rate 1.2% among 220,000; AID 1321;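 active = activation above the mean of all tested compounds plus 3 SD, set per screening run, cut at about 8.8% in these data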;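 note: cells exposed to compound for 20 h before luminescence read; 0% = DMSO alone and 100% = MG132 at 30 µM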
# Target sequence (P30291 whole entry K328M): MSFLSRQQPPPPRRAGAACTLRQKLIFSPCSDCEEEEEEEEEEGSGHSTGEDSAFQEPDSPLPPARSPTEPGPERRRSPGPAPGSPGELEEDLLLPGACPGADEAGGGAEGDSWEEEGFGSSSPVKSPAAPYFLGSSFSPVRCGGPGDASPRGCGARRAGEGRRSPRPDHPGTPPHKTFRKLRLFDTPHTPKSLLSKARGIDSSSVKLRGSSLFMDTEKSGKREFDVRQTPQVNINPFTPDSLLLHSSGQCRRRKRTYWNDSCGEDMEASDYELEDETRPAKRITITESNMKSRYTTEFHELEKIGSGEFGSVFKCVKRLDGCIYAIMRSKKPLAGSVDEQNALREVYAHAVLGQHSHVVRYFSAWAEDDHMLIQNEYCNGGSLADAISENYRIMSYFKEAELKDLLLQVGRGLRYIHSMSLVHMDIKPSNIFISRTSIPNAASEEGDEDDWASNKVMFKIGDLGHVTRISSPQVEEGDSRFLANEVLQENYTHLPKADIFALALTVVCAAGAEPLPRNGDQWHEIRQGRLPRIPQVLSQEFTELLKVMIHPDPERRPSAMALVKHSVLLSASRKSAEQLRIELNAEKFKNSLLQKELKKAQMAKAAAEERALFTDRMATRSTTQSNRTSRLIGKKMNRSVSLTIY
# Thrombin inh – blocks human thrombin protease activity; P00734; alpha-thrombin, Boc-VPR-AMC fluorogenic substrate cleavage; inhibition, % at 5 µM; hit rate 0.26% among 220,000;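 active = inhibition at or above 40%; inactive = inhibition below 40%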;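 note: 0% = enzyme with no compound and 100% = wells without enzyme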
#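 Test system: human alpha-thrombin protein / Dosing: one concentration per compound, 5 µM, with 0.2% DMSO / Medium: pH 7.5 Tris-saline with Tween 20 / Benchmarks: no-compound enzyme wells and no-enzyme blanks / Read-out basis: percent inhibition of thrombin substrate cleavage / Timing: reaction at room temperature / Measured by: fluorescence, ex 355 nm, em 460 nm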
# Runt-SMMHC FRET – Runt domain-CBFb-SMMHC interaction inhibition; Cerulean-Runt/Venus-CBFb-SMMHC FRET ratio 530/480, 1 h; AID 1434; inhibition, % at 20 µM; hit rate 0.74% among 220,000; Q01196+Q13951;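 active = mean inhibition across duplicate retests at 20 µM reaching about 50%, limit read from the data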;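 note: 0% = DMSO wells and 100% = wells with excess untagged CBFb-SMMHC; inhibitors lower the FRET ratio by blocking Runt binding to CBFb-SMMHC; some results filed as inactive read as strong as hits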
# KLK5 inh – kallikrein 5 (human) inhibition | Q9Y337 | recombinant hK5, fluorogenic AMC substrate cleavage | inhibition, % at 5 µM | hit rate 0.59% among 210,000;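 active = inhibition of 40% or more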;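 note: 0% = enzyme controls without compound and 100% = no-enzyme blanks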
# Target sequence (Q9Y337 67-293 limits assumed): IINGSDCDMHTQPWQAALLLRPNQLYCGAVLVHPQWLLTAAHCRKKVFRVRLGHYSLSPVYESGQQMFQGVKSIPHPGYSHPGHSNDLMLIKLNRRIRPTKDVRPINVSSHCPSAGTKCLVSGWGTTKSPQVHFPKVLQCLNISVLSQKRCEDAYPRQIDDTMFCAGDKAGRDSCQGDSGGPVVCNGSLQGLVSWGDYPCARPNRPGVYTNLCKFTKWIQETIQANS
# 14-3-3 Bad PPI – disrupts binding of bovine 14-3-3 zeta to phospho-Bad peptide; TR-FRET 14-3-3zeta/Dy647-pBad peptide displacement, 1 h; P63103; hit rate 0.71% among 220,000; inhibition, % at 21.7 µM; AID 781;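 active = inhibition above about 70%, limit read from the data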;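 note: 0% = full 14-3-3 plus peptide FRET controls and 100% = background without 14-3-3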
# Hck-Nef inh – human Hck-Nef kinase inhibition. P08631. Recombinant Hck-YEEI plus Nef, Z-Lyte FRET kinase assay. inhibition, % at 20 µM. hit rate 0.68% among 220,000;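 active = Hck-Nef kinase inhibition above about 50%, limit read from the data; inactive = inhibition below that limit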;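 note: 0% = DMSO with Hck plus Nef and 100% = Hck alone without Nef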
# FXIa inh – inhibitors of human coagulation factor XIa; P03951; purified FXIa, Boc-Glu-Ala-Arg-AMC fluorogenic substrate; inhibition, % at 5 µM; hit rate 0.14% among 220,000; AID 798;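 active = inhibition of at least 40%; inactive = inhibition below 40%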;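 note: fluorescence of freed AMC excited at 355 nm; 0% = enzyme without compound and 100% = no enzyme blank; many of its hits are not listed in these tables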
# FXIIa inh – blocks human coagulation factor XIIa protease activity; P00748; purified FXIIa, Boc-QGR-AMC fluorogenic substrate, 2 h; inhibition, % at 5 µM; hit rate 0.3% among 220,000; in the data active = inhibition above about 40%;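 note: 0% = enzyme with no compound and 100% = blank without enzyme; many of its hits are not listed in these tables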
# Runt-CBFb FRET – Runt domain-CBFb interaction inhibition; Q01196+Q13951; Cerulean-Runt/Venus-CBFb FRET ratio 530/480, 1 h; inhibition, % at 20 µM; hit rate 0.46% among 220,000;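 active = inhibition over about 50% at 20 µM in the single-dose screen, limit read from the data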;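 note: 0% = DMSO wells and 100% = excess unlabeled CBFb competitor control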
#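 Assay system: Cerulean-Runt domain / Medium: Tris 50 mM pH 7.5, KCl, K2SO4, 0.01% BSA / Timing: protein complex preformed 1 h, compound exposure 1 h, room temperature, dark / Measured by: FRET, excitation 422 nm, emission at 530 and 480 nm / Evaluation: loss of energy transfer signal / Control set: 5 µM unlabeled CBFb as full-inhibition high control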
# An asterisk follows results filed as active; / = no result given; [ ] = remark or other dose. Compounds were not picked by outcome; overall some 4.2% were active at least once.
FXIIa inh	Thrombin inh	Wee1 degr inh	Runt-CBFb FRET	14-3-3 Bad PPI	Runt-SMMHC FRET	Hck-Nef inh	FXIa inh	KLK5 inh	SMILES
10	1	-1	-2	3	1	-6	7	-7	Cc1ccc(S(=O)(=O)N2CCC(=O)N(CCOCc3ccccc3)CC2)cc1
11	-5	3	15	-18[fluorescence artefact?]	-35	0	0	-18	CCOc1ccc(NC(=S)Nc2ccc3nsnc3c2)cc1
-7	-7	-4	-2	27	-4	1	-6	-26	COc1ccc(-c2nc3cc(NC(=O)Cc4ccc(OC)c(OC)c4)ccc3o2)cc1
8	-7	8	-1	3	-1	15	1	1	CO/N=C/C(C#N)=C/c1ccc(OC)c(OC)c1
-44	-11	1	10	/	60*	51*	-28	-216	CCCCCCc1cc2cc(C(=O)NC)c(=N)oc2cc1O
5	0	3	-2	-2	-1	24	0	-1	O=C(NCc1cccs1)C1CC(c2ccc(Cl)c(Cl)c2)=NO1 (centres undefined)
10	-4	1	0	-2	-10	4	-1	-8	CCOC(=O)CNC(=O)CNC(=O)Cn1ccc2ccccc2c1=O
7	2	-3	0	-19	9	-1	5	4	Cc1cc(C)c(NC(=O)Cn2c(=O)n(Cc3ccco3)c(=O)c3ccccc32)c(C)c1
11	0	-2	-5	-3	-2	0	4	5	Cc1nc2scc(-c3ccc(C(C)C)cc3)c2c(=O)n1N
12	-4	4	1	71*	-1	-2	7	3	CCCCNC(=O)C1CCN(C/C(C)=C/c2ccccc2)CC1
14	1	3	-4	-7	-53	1	8	-6	COc1ccc(-c2nnn(CC(=O)N(CC(=O)NC3CCCC3)Cc3cccs3)n2)cc1OC
10	-4	-3	1	-9	5	0	-3	-21	O=C(NC(=S)Nc1ccccc1N1CCCCC1)c1cccs1
4	-8	-2	0	5	-1	-9	-4	/	COc1ccccc1Nc1nccc(N(C)C)c1C#N
13	-4	1	0	7	3	0	-3	11	COc1ccc2c(c1)CCc1c(C(=O)Nc3cc(C)n(Cc4ccc(Cl)cc4)n3)noc1-2
8	-4	2	0	-23	-1	0	-2	0	C/C(=N\NC(=O)c1ccccc1O)c1cccs1
4	4	3	-1	-7	-2	25	-3	-3	CCOC(=O)c1c(C)[nH]c(C)c1C(=O)COC(=O)CNC(=O)C1CCCCC1

# The closing two compounds of the section before open the next one:
FXIIa inh	Thrombin inh	Wee1 degr inh	Runt-CBFb FRET	14-3-3 Bad PPI	Runt-SMMHC FRET	Hck-Nef inh	FXIa inh	KLK5 inh	SMILES
8	-4	2	0	-23	-1	0	-2	0	C/C(=N\NC(=O)c1ccccc1O)c1cccs1
4	4	3	-1	-7	-2	25	-3	-3	CCOC(=O)c1c(C)[nH]c(C)c1C(=O)COC(=O)CNC(=O)C1CCCCC1
5	2	-1	1	3	4	2	5	6	CCOc1ccc(CCNC(=O)c2ccc(N3CCCC3=O)cc2)cc1OCC
14	12	-2	-12	0	-2	0	-4	25	Oc1[nH]c2ccccc2c1C1=NCCCC1
2	-10	2	-8	-9	-9	26	-2	-2	Cc1c(NC(=O)COC(=O)c2cc(-c3ccc(-c4ccccc4)cc3)nc3ccccc23)c(=O)n(-c2ccccc2)n1C
-2	-9	0	-1	45	-2	15	-5	-3	CCOC(=O)N1CCC(NCCNC(=O)c2ccco2)CC1
10	-2	1	-1	-1	-3	-7	-1	1	CC(=O)c1ccc(NC(=O)c2cc(Cl)nc3ccccc23)cc1
14	-1	4	1	2	0	1	3	/	Fc1cc(F)cc(NC(=S)N2CCC(c3ccccc3)C2)c1 (centres undefined)
8	-9	-1	1	-13[fluorescence artefact?]	1	6	0	-15	COc1ccccc1NC(=S)NC1CCCCC1
11	-1	-1	2	1	-4	1	8	-2	COc1cc(C(=O)N2c3ccccc3CC2C)cc(OC)c1OC (centres undefined)
3	-1	-1	-1	1	-6	4	9	2	COc1ccc(C(O)Cn2cc([N+](=O)[O-])nc2C)cc1 (centres undefined)
-1	-8	0	-2	4	0	15	-5	1	O=C(Cn1ccc([N+](=O)[O-])n1)Nc1nc2ccccc2s1
8	-2	0	1	3[fluorescence artefact?]	-1	2	-21	9	COc1ccc(OC)c(C(O)c2coc3ccc(O)c(CN(C)C)c23)c1 (centres undefined)
19	3	1	-1	-15	-9	3	7	-9	Cc1ncsc1C(=O)NCc1ccc(N2CCCC2=O)cc1
7	0	0	0	3	-3	4	2	4	Cc1cccc(NC(=O)CSC2=NN3CCCC(=O)N=C3S2)c1C
4	-5	-2	26	12	16	11	0	-16	O=C(/C=C/c1ccco1)Nc1cc(Cl)ccc1C(=O)O
26	2	6	0	12	6	0	24	-2	CCOC(=O)C1=C(C)N=C2SCCC(=O)N2C1c1cccs1 (centres undefined)
4	-3	1	0	7	-1	-6	1	0	O=C(NCc1cccnc1)C1c2ccccc2C(=O)N1C1CCCC1 (centres undefined)
9	1	-1	-1	51	-1	23	-4	5	CC(C)CNC(=S)N1CCN(Cc2ccc3c(c2)OCO3)CC1
21	7	0	-50	-3[fluorescence artefact?]	-102	2	18	8	CCN1C(=O)/C(=C/C=C2/SCCN2C)SC1=S
10	-4	2	2	35	-2	0	-4	3	CCOc1ccc(NC(=O)CSc2nnc(Cc3cccn3C)n2-c2ccc(OC)cc2)cc1
8	4	2	2	-9	-5	0	3	-3	CCOC(=O)C1CSC(CC(=O)Nc2ccc(Cl)c(Cl)c2)C(=O)N1 (centres undefined)
9	-2	2	-4	16[fluorescence artefact?]	-2	1	7	2	O=C1CCCc2c1[nH]c1ccccc21
1	0	0	2	11	1	-5	2	0	Clc1ccccc1-c1nnc2sc(-c3cccs3)nn12
16	3	3	1	-3	0	-17	4	4	COc1ccc(NC(C#N)c2ccc(OC)cc2)cc1 (centres undefined)
-3	-1	0	2	-11	-5	5	-5	-11	O=C(O)c1ccc(CSc2nnc(-c3ccco3)n2-c2ccccc2)cc1
-1	-10	-1	2	1	-2	12	-5	-4	CCSc1ncccc1C(=O)N[C@@H](CCSC)C(=O)OC
15	-1	-2	0	-6[fluorescence artefact?]	-3	-9	5	-14	NC(=O)CN(c1ccc(Cl)cc1)S(=O)(=O)c1ccccc1
13	-7	-2	1	9	3	11	4	2	CC(=O)CC1(OC(C)=O)C(=O)N(C)c2ccccc21 (centres undefined)
1	-11	-1	2	-1	-28	1	1	-4	Cc1ccc(S(=O)(=O)N(C)Cc2ccc(-c3nnc4n3CCC4)cc2)cc1
13	-7	0	0	5[fluorescence artefact?]	-2	-1	0	-26	COC(=O)c1[nH]c2ccccc2c1NC(=O)CN1CCN(Cc2ccc3c(c2)OCO3)CC1
17	-2	1	-8	0[fluorescence artefact?]	-13	5	4	4	Cc1ccsc1C=C1C(=O)c2ccccc2C1=O
-1	-9	-4	0	4	2	0	-4	-3	Cc1ccc(Oc2nnc(-c3ccc(C)cc3)c3ccccc23)cc1
7	-5	-1	-1	-7	2	0	4	-23	Cc1ccn2cc(CCNS(=O)(=O)c3ccc4c(c3)OCCO4)nc2c1
11	-1	1	-2	-11	-4	13	3	-1	O=[N+]([O-])c1ccc(N2CCOCC2)cc1O
-1	-4	-1	-2	6	5	-1	-6	-6	Cc1ccc(C(c2nnnn2C2CCCCC2)N2CCN3CCCC3C2)cc1 (centres undefined)
3	-7	0	-1	-1	-3	17	-2	-3	CCCCc1ccc(NC2=NCC(=O)N2CCc2ccccc2)cc1
8	2	0	-5	-7	2	-36	0	-8	N#Cc1cccc(Nc2c3c(nc4ccccc24)CCCC3)c1
-10	-2	3	31	-11	0	-1	-7	-5	Cc1ccccc1NC(=O)OCc1cn(-c2ccc(Cl)cc2)nn1
6	-4	-1	-2	1	1	5	5	-22	COc1ccccc1CNC(=O)CSc1ccc(Br)cc1
9	0	-3	0	-1	2	2	0	/	CCOc1cc(CNc2ccc(S(N)(=O)=O)cc2)ccc1OCC(=O)NC(C)(C)C
13	-1	-3	-3	-2	-2	0	5	-6	Cc1nc2scc(-c3ccccc3)c2c(=O)n1/N=C/c1ccco1
14	-7	3	-2	0	-1	17	1	3	CC(CC(=O)Nc1ncc([N+](=O)[O-])s1)c1ccccc1 (centres undefined)
21	0	-1	2	1	-3	0	10	10	COc1ccccc1NC(=O)C12CC3CC(C1)CC(c1ccc(C)cc1)(C3)C2
6	2	11*	-2	-5	2	10	1	4	O=C(N/N=C/c1ccccc1OC(F)F)c1cc(-c2ccncc2)nc2ccccc12
17	1	0	/	-7[fluorescence artefact?]	3	0	4	-3	O=C(NCc1ccccc1)C(C(=O)c1ccc(F)cc1)n1ccccc1=O (centres undefined)
3	-6	0	1	-17	0	16	-4	-4	Cc1ccc(NC(=S)NCc2ccc(S(N)(=O)=O)cc2)cc1Cl
1	14	-2	0	6[fluorescence artefact?]	6	0	-13	-28	COc1ccc(C(=O)Cc2cc(OC)c(OC)cc2[N+](=O)[O-])cc1
6	-7	-3	-1	-1	-1	8	-7	-2	Cc1cc(C(=O)COC(=O)C2CCN(C(=O)c3ccc(Cl)cc3)CC2)c(C)n1CC1CCCO1 (centres undefined)
17	3	-2	0	-9[fluorescence artefact?]	-6	3	4	-4	O=Cc1cn(CCC(=O)O)nc1-c1cc2ccccc2o1
-7	4	-4	1	-4	-6	-10	-5	-20	CC1=C(C)CC(C(=O)NC(C)CCc2ccccc2)C(C(=O)O)C1 (centres undefined)
7	-6	4	/	-12	/	21	-3	-2	COc1ccc(OC)c(Cc2nnc(CCC(=O)NCc3ccc(C)s3)o2)c1
11	-1	3	-2	-11[fluorescence artefact?]	-1	5	-25	-10	O=C(/C=C/c1ccc2c(c1)OCO2)NCCCN1CCOCC1
7	3	-3	/	-2	/	13	2	6	Cc1ccccc1Cn1nnc2c1C(=O)c1ccccc1C2=O
3	-3	1	/	-10	/	22	-1	4	O=C(c1ccc(COCC(F)(F)F)cc1)N1CCN(c2ccccn2)CC1
6	-13	0	-1	-9	-1	13	-1	2	OCC1(CCOc2ccccc2)CCN(Cc2cn[nH]c2-c2ccccc2)CC1
6	-4	1	1	-7	-2	12	0	-4	CC(C)CCN1CCN(Cc2ccc(Oc3ncccn3)cc2)CC1CCO (centres undefined)
9	-2	-2	1	1[fluorescence artefact?]	-3	-2	1	-14	O=C(c1ccc(C(=O)N2CCOCC2)s1)N1CCOCC1

# The list goes on:
FXIIa inh	Thrombin inh	Wee1 degr inh	Runt-CBFb FRET	14-3-3 Bad PPI	Runt-SMMHC FRET	Hck-Nef inh	FXIa inh	KLK5 inh	SMILES
4	-2	1	0	-10[fluorescence artefact?]	-1	4	-3	-24	COc1ccc(C(=O)NCc2ccc(C)cc2)cc1S(=O)(=O)N1CCCc2ccccc21
13	-4	1	0	21	3	0	-3	-14	CCOc1ccccc1CNc1nc2nc3c(c(=O)n2[nH]1)CCC3
55*	13	0	3	-11	2	0	12	37	CC12CCC(C(=O)NC(c3ccccc3)c3ccccc3)(OC1=O)C2(C)C (centres undefined)
16	0	1	-1	4	8	2	5	1	Cc1nn(-c2ccccc2)c(Cl)c1C(=O)NCC(=O)O
4	-8	-2	3	2	1	2	-1	-7	Cc1ccc(NC(=O)CC2S/C(=N/N=C/C=C/c3ccccc3)NC2=O)cc1Cl (centres undefined)
